APJ agonist: agonists of human apelin receptor APJ, primary screen, CHO-K1 cells, PathHunter beta-arrestin, luminescence. 0% DMSO wells, 100% apelin. AID 2520, 2010. 0.11% of 330,000 active. P35414. activation, % at 20 µM;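 active means activation more than six SD over the plate average, tested at 20 µM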;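 further: 0% = DMSO alone and 100% = apelin-13 at 10 nM; some results filed as inactive read as strong as hits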
Target sequence (P35414 whole entry, looked up): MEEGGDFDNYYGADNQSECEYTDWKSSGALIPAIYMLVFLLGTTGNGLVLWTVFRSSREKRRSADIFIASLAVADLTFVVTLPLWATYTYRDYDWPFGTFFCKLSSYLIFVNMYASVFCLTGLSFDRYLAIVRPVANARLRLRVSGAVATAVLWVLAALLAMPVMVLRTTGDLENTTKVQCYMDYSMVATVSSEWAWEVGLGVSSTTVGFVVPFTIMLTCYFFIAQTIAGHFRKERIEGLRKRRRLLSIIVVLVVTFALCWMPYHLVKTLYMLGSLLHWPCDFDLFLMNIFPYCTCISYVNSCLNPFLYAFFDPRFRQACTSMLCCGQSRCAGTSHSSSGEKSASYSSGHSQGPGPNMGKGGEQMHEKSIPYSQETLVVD
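system = engineered CHO-K1 APJ arrestin reporter cells | input = 1000 cells per well | timing = overnight seeding, 90 min compound at 25 °C, 1 h detection | measured by = enzyme-fragment complementation luminescence | read-out = beta-arrestin recruitment to APJ as agonist activity, luminescent signal | control set = negative DMSO alone, positive Apelin-13 at 10 nM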
CXCR6 block: CXCR6 receptor inhibitors, primary screen, cell-based, beta-arrestin, luminescence, CHO-K1 PathHunter, 1536-well | C-X-C chemokine receptor type 6 (Homo sapiens), O00574 | inhibition, % at 20 µM | 0.36% of 360,000 active | AID 602244, 2012; in the data active means inhibition above about 34%, passing the limit was not always enough;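 further: antagonist mode with CXCL16 agonist at 10 nM final; 0% = 10 nM CXCL16 with DMSO and 100% = unstimulated wells without agonist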
Target sequence (O00574 whole entry, looked up): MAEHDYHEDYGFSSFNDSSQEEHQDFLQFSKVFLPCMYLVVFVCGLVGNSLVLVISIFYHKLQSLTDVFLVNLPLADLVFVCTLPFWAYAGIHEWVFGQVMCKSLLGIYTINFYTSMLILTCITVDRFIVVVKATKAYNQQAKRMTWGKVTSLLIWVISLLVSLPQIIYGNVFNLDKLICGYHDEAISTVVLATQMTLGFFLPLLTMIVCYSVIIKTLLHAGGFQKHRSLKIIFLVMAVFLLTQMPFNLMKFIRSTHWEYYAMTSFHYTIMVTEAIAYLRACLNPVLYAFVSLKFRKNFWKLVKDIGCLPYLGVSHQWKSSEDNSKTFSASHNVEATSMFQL
tim23-1 inh: growth inhibitors of tim23-1 mutant yeast, primary screen, luminescence, uHTS | inhibition, % at 20 µM | S. cerevisiae tim23-1 growth, BacTiter-Glo luminescence, 24 h | 1.3% of 330,000 active;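 active means growth inhibition of the mutant yeast at or above 50%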;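 further: temperature-sensitive mutant grown at 25 °C; plate controls were DMSO-treated mutant yeast for no effect and medium wells lacking yeast for full effect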
XBP1 UPR activ: activators of adaptive XBP1 UPR arm, primary screen, cell-based, CHO-XBP1 luciferase reporter, luminescence, uHTS. activation, % at 20 µM. AID 463104, 2010. 0.33% of 330,000 active. IRE1-XBP1 UPR activation; percent of tunicamycin response, DMSO as zero;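 active means versus positive control, 20 µM dose yields 30% or more activation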;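 further: 100% = tunicamycin at 10 µg/mL and 0% = DMSO only wells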
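Material: CHO-XBP1 cells stably carrying IRE1-XBP1-driven luciferase reporter | Medium: F12 with 10% serum | Compound dosing: 20 µM single concentration, DMSO 1% | Incubation: Overnight seeding at 37 °C, 6 h compound treatment at 37 °C | Detection: Steady-Glo luminescence read | Read-out basis: % activation of reporter signal versus tunicamycin and DMSO controls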
Mdm2-MdmX inh: inhibitors of human Mdm2-MdmX association, primary screen, cell-based, luminescence, split luciferase, SaOS-2, uHTS | SaOS-2 split-luciferase Mdm2/MdmX complementation | inhibition, % at 8 µM | AID 485346, 2010 | 3% of 330,000 active;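 active means inhibition of at least 50% at 8 µM in the primary screen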
TIM10 inh: growth inhibitors of isogenic TIM10 control yeast, primary screen, counter-screen for tim10-1 yeast inhibitor project, luminescence, uHTS; AID 463195, 2010; S. cerevisiae TIM10 strain growth, BacTiter-Glo luminescence, 24 h; inhibition, % at 10 µM; 1.4% of 330,000 active;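 active means inhibition of 40% or more at the single tested concentration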;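 further: wild-type TIM10 isogenic control strain grown at permissive 25 °C; 0% = DMSO yeast wells and 100% = minimal medium wells without yeast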
tim10-1 inh: growth inhibitors of tim10-1 mutant yeast, primary screen, luminescence, uHTS | S. cerevisiae tim10-1 ts strain growth, BacTiter-Glo, 24 h | inhibition, % at 20 µM | 2.2% of 330,000 active | AID 463190, 2010;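 active means inhibition of at least 40%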;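 further: mutant grown at 25 °C; 0% = DMSO wells with yeast and 100% = wells holding no yeast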
APJ antag: antagonists of human apelin receptor APJ, primary screen, CHO-K1 cells, beta-arrestin complementation, luminescence; P35414; inhibition, % at 20 µM; 0.32% of 330,000 active;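 active means inhibition above about 40% at 20 µM, limit read from the data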;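 further: cells challenged with 10 nM apelin-13 agonist together with compound; plate controls were apelin-13 plus DMSO wells for no effect and DMSO wells lacking apelin-13 for full effect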
CHOP UPR activ: activators of apoptotic CHOP UPR arm, primary screen, cell-based, CHO-CHOP luciferase reporter, luminescence, uHTS; 0.34% of 330,000 active; AID 449763, 2010; activation, % at 10 µM; UPR activation; percent of tunicamycin response over DMSO baseline;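 active means at 10 µM dose, activation of 40% or more, normalized to positive control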;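 further: 100% = tunicamycin at 10 µg/mL and 0% = DMSO alone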
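System: CHO-CHOP luciferase reporter cell line | Buffer or medium: F12 medium containing 10% fetal bovine serum | Doses: One dose, 10 µM in 0.5% DMSO | Times: 6 h compound exposure at 37 °C after overnight seeding | Signal: Luciferase luminescence | Read-out: % activation vs tunicamycin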
Numbers without * were called inactive; . = not tested or not shown. The list is partial, so the mix of outcomes need not match the whole.

SMILES	APJ agonist	CXCR6 block	tim23-1 inh	XBP1 UPR activ	Mdm2-MdmX inh	TIM10 inh	tim10-1 inh	APJ antag	CHOP UPR activ
C=CCn1c(SCc2csc(-c3ccc(C)cc3)n2)nnc1-c1ccccc1OC	-4	9	36	-3	39	19	27	-24	1.9
COc1ccccc1N1C(=O)c2ccc(C(=O)Nc3ccccc3O)cc2C1=O	-3	5	5	0	-6	-2	2	-1	1.2
Cc1ccc(N2CCN(C(=O)NC3CCCCC3)CC2)c(C)c1	0	9	34	-6	11	9	15	-4	-0.1
Cc1cnn(-c2cc(Oc3ccccc3)ncn2)c1	-4	-2	-9	7	-45	14	49*	-4	7.6
Cc1cc(-c2cc(C(=O)Nc3ccccc3)on2)nc(NC2CCCC2)n1	2	.	29	-3	28	7	27	19	-1.5
O=[N+]([O-])c1ccccc1SNc1ccc(Br)cn1	-4	-3	5	0	24	16	12	23	-1.2
Cc1cc(C)n(-c2ccc(C(=O)OCC(=O)Nc3ccccc3F)cc2)n1	1	1	17	-1	-28	11	12	-3	-1.1
O=C(COc1cccnc1[N+](=O)[O-])N1N=C(c2ccc(Cl)cc2)CC1c1ccco1 (configuration not stated)	-2	1	17	-2	-22	34	24	-9	-1.5
COc1ccc(C2C(C)C3(O)CC(C#N)(C(=O)N3)C2(C#N)C#N)cc1 (configuration not stated)	1	-3	-6	-1	15	-2	-9	18	-0.7
CCCCn1c(N)c(N(CCOC)C(=O)COC(=O)CSc2cc(C)c3ccccc3n2)c(=O)[nH]c1=O	0	14	-4	1	6	5	-8	7	-1.2
O=C(CN1CCN(Cc2ccccc2)CC1)NNC(=O)c1ccc(Cl)cc1	-3	11	4	-4	0	-1	10	0	-0.2
CCCCn1nnc(NC(=O)CCC)n1	2	3	9	0	30	-3	0	-5	2.1
Cc1cc(=O)n(C)c(=O)n1CC(=O)N1CCCCCC1	1	-4	3	3	9	-10	4	-1	0.3
Cc1ccc2nc(COC(=O)c3cnccn3)cc(=O)n2c1	-3	-2	8	3	13	6	15	-10	1.0
CCOC(=O)N1CCN(C(=O)c2ccc(Cl)nc2)CC1	-2	-4	-5	-2	-2	-8	9	-14	2.2

6 entries already listed, sorted by their value in APJ antag, ascending:
| Molecule | CXCR6 block | Mdm2-MdmX inh | APJ antag |
| --- | --- | --- | --- |
| Cc1ccc2nc(COC(=O)c3cnccn3)cc(=O)n2c1 | -2 | 13 | -10 |
| Cc1ccc(N2CCN(C(=O)NC3CCCCC3)CC2)c(C)c1 | 9 | 11 | -4 |
| Cc1cc(C)n(-c2ccc(C(=O)OCC(=O)Nc3ccccc3F)cc2)n1 | 1 | -28 | -3 |
| COc1ccccc1N1C(=O)c2ccc(C(=O)Nc3ccccc3O)cc2C1=O | 5 | -6 | -1 |
| O=C(CN1CCN(Cc2ccccc2)CC1)NNC(=O)c1ccc(Cl)cc1 | 11 | 0 | 0 |
| Cc1cc(-c2cc(C(=O)Nc3ccccc3)on2)nc(NC2CCCC2)n1 | . | 28 | 19 |

Continued.
SMILES	APJ agonist	CXCR6 block	tim23-1 inh	XBP1 UPR activ	Mdm2-MdmX inh	TIM10 inh	tim10-1 inh	APJ antag	CHOP UPR activ
Cc1cccc(N(C)C(=O)c2cc(S(=O)(=O)N3CCCCC3)c[nH]2)c1	-4	-4	23	-1	6	13	10	7	-1.6
COc1ccc(/C=N/NC(=O)c2nn(-c3ccc(Cl)cc3)c(=O)c3c(N)scc23)cc1	6	-5	4	0	-2	5	29	-57	3.0
CCCCN(CC(=O)NC(C)(C)C)C(=O)C(=O)Nc1ccc2c(c1)OCCO2	-4	-1	6	0	12	12	4	-2	1.2
CC1CCN(CCC(=O)NN)CC1	-1	-2	0	-3	9	5	-12	11	-2.2
COc1cc(S(=O)(=O)N2CCN(c3ccccc3)CC2)ccc1Cl	3	0	13	0	-10	3	-3	-18	-1.7
O=C(O)/C=C/c1cccnc1	-4	3	-2	-2	-19	-9	-2	-20	0.5
NC(=O)/C=C\c1cn(-c2ccccc2)nc1-c1ccc2c(c1)OCCO2	-1	9	18	0	35	15	-12	4	0.7
CC1CCCCN1S(=O)(=O)c1cccc2nonc12 (configuration not stated)	-2	-2	-8	-1	9	3	-9	13	-1.9
C[C@H](CO)N1C[C@H](C)[C@@H](CN(C)C(=O)Nc2ccc(C(F)(F)F)cc2)Oc2ccc(NC(=O)c3ccncc3)cc2C1=O	-1	-5	9	-2	5	4	10	2	2.6
CC(C)OCCCNC(=O)c1cc(-c2cccs2)nc2ccccc12	2	4	27	-5	-39	6	31	-4	-0.5
CCOC(=O)c1cnc2ccc(OCC)cc2c1N(C)Cc1ccccc1	-4	15	20	-1	-1	-1	12	16	0.3
Cc1cc(C(=O)N2CCN(C(=O)c3ccco3)CC2)ccc1[N+](=O)[O-]	-3	-4	6	-5	18	2	9	2	0.7
O=C(O)c1cnn2c(C(F)F)cc(C3CC3)nc12	-3	0	-1	-7	-6	2	-8	13	-3.2
Cc1ccc(NS(=O)(=O)c2ccc(C(=O)Nc3nncs3)cc2)cc1	-5	-4	-4	-4	10	-6	-5	-1	-0.8
Cc1ccc(F)cc1NC(=O)COC(=O)c1ccc2ncsc2c1	-3	2	26	0	-4	8	14	-10	2.0

Profiles as entered above.
Cc1cc(C)n(-c2ccc(C(=O)OCC(=O)Nc3ccccc3F)cc2)n1 across the screens: APJ agonist: 1; CXCR6 block: 1; tim23-1 inh: 17; XBP1 UPR activ: -1; Mdm2-MdmX inh: -28; TIM10 inh: 11; tim10-1 inh: 12; APJ antag: -3; CHOP UPR activ: -1.1
Cc1ccc2nc(COC(=O)c3cnccn3)cc(=O)n2c1 across the screens: APJ agonist: -3; CXCR6 block: -2; tim23-1 inh: 8; XBP1 UPR activ: 3; Mdm2-MdmX inh: 13; TIM10 inh: 6; tim10-1 inh: 15; APJ antag: -10; CHOP UPR activ: 1.0

The list continues.
SMILES	APJ agonist	CXCR6 block	tim23-1 inh	XBP1 UPR activ	Mdm2-MdmX inh	TIM10 inh	tim10-1 inh	APJ antag	CHOP UPR activ
CCS(=O)(=O)N1N=C(c2cccc(NS(C)(=O)=O)c2)CC1c1ccc(C)cc1 (configuration not stated)	-2	3	10	4	-1	10	11	12	0.5
COc1ccccc1NC(=O)C1CCN(S(=O)(=O)c2cccs2)CC1	-1	-1	2	-1	-18	7	13	8	-1.2
COc1ccc(OC)c(NC(=O)c2ccc(CN3CCc4ccccc4C3)cc2)c1	-4	-12	31	-4	12	24	-5	0	0.6
O=C(Oc1ccc(C(=S)N2CCC(O)CC2)cc1)c1ccc(Cl)cc1	-1	-9	28	8	12	31	34	0	3.8
CCN(CC1COc2ccccc2O1)C(=S)NCCCN(C)C (configuration not stated)	-2	-2	-3	-1	23	-13	-10	5	1.0
COc1ccccc1S(=O)(=O)Cc1ccc(C(=O)NCCCN2CCN(c3ccc(F)cc3)CC2)o1	-4	-4	-10	0	30	-3	3	-8	-1.2
CCCC(=O)N1CCc2[nH]c3ccccc3c2C1	-1	0	10	1	3	8	12	2	2.4
COc1ccccc1OCCSc1nc(C)c(Cc2ccccc2)c(=O)[nH]1	1	.	1	-1	9	-6	3	-24	1.7
Nc1ccc(N2CCOCC2)c2nonc12	-2	-12	5	2	8	5	-10	9	-0.9
COc1ccc(S(=O)(=O)Nc2cccc3ccc(O)cc23)cc1	-4	-13	-16	2	60*	-18	-11	5	-1.1
COc1ccc(NS(=O)(=O)c2cccc(C(=O)OCC(=O)Nc3cc(C)on3)c2)cc1	-5	7	-13	-3	19	-12	3	-2	-1.3
Cc1nc2ccc(N)cc2s1	2	0	-14	-1	-29	-1	-12	-18	-1.1
COc1cc(Cl)c(C)cc1NC(=O)c1ccccc1-n1cnnn1	-4	-6	8	-2	28	1	9	-6	1.6
Cc1coc(C)c1C(=O)CC1(O)C(=O)N(Cc2ccccc2)c2ccccc21 (configuration not stated)	3	9	27	-1	13	18	30	-16	0.4
CC1C(=O)Nc2ccc(S(=O)(=O)NCCc3ccc(Cl)cc3)cc2NC1=O (configuration not stated)	-4	2	3	0	2	-1	5	-3	0.8
Cc1cc(C)nc(N(C#N)CC(=O)Nc2ccccc2)n1	0	2	4	-4	16	-3	-9	27	-1.4
CNC(=S)Nc1cccc(S(=O)(=O)NC2=NCCC2)c1	2	0	3	-2	-23	-8	-5	-4	-1.2
COC(=O)c1ccc(CSc2ccc3nnc(-c4ccccc4)n3n2)o1	-2	7	8	7	19	-15	14	-5	-1.5
CC1(C)SC(=S)N(Cc2ccc3c(c2)OCO3)C1N(O)C(=O)NC1CCCCC1 (configuration not stated)	-4	0	10	3	6	-29	-3	-32	-2.9
Cc1ccc2c(c1)N(Cc1ccc3c(c1)OCO3)C(=O)C(C)O2 (configuration not stated)	-2	4	28	0	4	3	35	-10	-1.7
COCCSc1nnc(NC(=O)c2ccc3c(c2)OCO3)s1	-3	7	1	-3	3	7	-16	4	3.1
O=C(NC(NC(=S)Nc1ccccc1O)C(Cl)(Cl)Cl)c1ccco1 (configuration not stated)	1	-16	28	-5	4	4	19	-23	-1.5
CCC1Oc2ccc(C)cc2N(CC(=O)NCCN2C(C)CCCC2C)C1=O (configuration not stated)	-2	-2	-2	-5	12	-7	-2	3	-1.6
Cc1ccc(OCC(O)Cn2c(N3CCOCC3)nc3c2c(=O)[nH]c(=O)n3C)cc1 (configuration not stated)	-1	-5	8	-4	7	-12	-6	1	-3.1
CCOC(CNC(=O)Cn1nc(Cc2ccncc2)c2ccccc2c1=O)OCC	-2	5	-5	-3	-26	-18	9	0	0.5
Cc1ccc(CN2CCCN(Cc3c(C)cc(C)cc3C)S2(=O)=O)cc1	2	-5	7	-6	19	9	29	8	-0.9
CC1=NCCN1CCNC(=O)Nc1ccc(C(C)(C)C)cc1	1	4	-11	-3	-2	8	10	9	1.4

High-throughput results from PubChem BioAssay.
